DUSP3 inh = blocks the human dual specificity phosphatase VHR1; P51452; recombinant VHR phosphatase, colorimetric substrate read-out; inhibition, % at 20 µM; 50,000 compounds, 0.7% hits; AID 1992; in the data active means inhibition above about 60%; further: some results filed as inactive read as strong as hits
Target sequence (P51452 whole entry, looked up): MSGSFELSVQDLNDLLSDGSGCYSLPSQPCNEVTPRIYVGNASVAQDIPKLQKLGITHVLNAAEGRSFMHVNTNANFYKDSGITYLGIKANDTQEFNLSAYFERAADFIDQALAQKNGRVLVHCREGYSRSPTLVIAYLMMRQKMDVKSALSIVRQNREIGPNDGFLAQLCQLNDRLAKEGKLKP
* = called active by the depositor. An excerpt, so the mix of outcomes need not match the whole.

compound | DUSP3 inh
Cc1cc(C)c(OCC(=O)Nc2ccc(F)cc2)c(C)c1 | -30.0
Cc1ccc(C23CC4CC(CC(C(=O)Nc5cccc(C(=O)O)c5)(C4)C2)C3)cc1 | 8.7
CCOc1ccc(N(CC(=O)Nc2cccc(Cl)c2)S(=O)(=O)c2ccc(SC)cc2)cc1 | -15.9
Cc1ccc(-n2c(SCC(=O)Nc3ccccc3)nc(O)c(Cc3ccccc3)c2=O)cc1 | -1.3
O=C1c2ccccc2C(=O)N1CN1CCN(Cc2ccccc2)CC1 | 1.3
CCOc1ccc(N(CC(=O)Nc2ccc(C)c(Cl)c2)S(C)(=O)=O)cc1 | 6.7
CCC1=NN2C(=N)/C(=C/c3ccc(OCCOc4cccc(OC)c4)c(OC)c3)C(=O)N=C2S1 | -10.8
CCOC(=O)C1=C(C)N=c2s/c(=C\c3cc4c(cc3Cl)OCO4)c(=O)n2C1c1cccs1 (stereo not drawn) | 16.3
Cc1ccc(S(=O)(=O)NCCNC(=O)Nc2cccnc2)cc1 | 7.2
CCOC(=O)c1sc(NC(=O)C2CCCCC2)nc1C | -21.6
CC(C)(C)NC(=O)c1ccccc1C(=O)O | 6.5
COc1cccc(C2/C(=C(\O)c3ccccc3)C(=O)C(=O)N2CCN(C)C)c1 (stereo not drawn) | 5.8
COc1ccc(NC(=O)C(=O)N/N=C/c2ccccc2O)cc1 | -0.7
CN(CCOC(=O)C(C)(c1ccccc1)c1ccccc1)C(C)(C)C | -19.2
CC(C)c1ccc(N2C(=O)CC(=O)NC2=S)cc1 | 9.7
COc1ccccc1NC(=O)C(=O)NCCc1ccccc1 | -17.0
COc1ccc(/C=C(/C#N)C(N)=O)cc1O | -8.1
O=C(c1nn2c(C(F)(F)F)cc(-c3ccco3)nc2c1Cl)N1CCN(Cc2ccccc2)CC1 | -15.6
COc1ccc(Br)cc1C(=O)Nc1ccc2oc(-c3ccccc3)nc2c1 | -7.3
O=C(Cc1ccc(-c2ccccc2)cc1)Nc1ccc(F)cc1 | -24.7
C=CCNc1nc(-c2ccc(Cl)cc2)nc2ccccc12 | -6.0
C=CCc1cccc2cc(C(=O)NC3CCCCC3)c(=O)oc12 | 1.9
COc1ccc(N2C(=O)NC(=O)/C(=C\C=C\c3ccccc3[N+](=O)[O-])C2=O)cc1 | -0.7
Oc1cccc(/C=N/Nc2cc(N3CCOCC3)nc(N3CCOCC3)n2)c1 | 8.4
CCN(CC)CCCC(C)NC(=O)c1c(NC(=O)c2ccccc2)sc(C)c1C (stereo not drawn) | -53.2
COC(=O)C(NC(=O)c1ccc(Br)cc1)c1ccccc1 (stereo not drawn) | -17.3
Cc1ccc(-c2cc(C(=O)N3CCOCC3)c3ccccc3n2)c(C)c1 | 2.4
O=C(COC(=O)c1ccccc1[N+](=O)[O-])c1ccc(F)cc1 | -1.6
CN(C)CCNC(=O)C12CC3CCC(CC(C3)C1)C2 | -8.4
CCCCCCOc1ccc(N2C(=O)CC(N3CCN(Cc4ccc5c(c4)OCO5)CC3)C2=O)cc1 (stereo not drawn) | -15.8
Cc1ccc(NC(=O)c2ccc([N+](=O)[O-])o2)cc1C | -19.3
O=C(NN1C(=O)c2ccccc2C1=O)c1ccc(O)cc1 | 10.3
CCOc1ccccc1C(=O)Nc1cccc(OC)c1 | -14.6
COc1cccc(/C=N/NC(=O)CC#N)c1 | 7.9
CN(C)c1cnn(-c2ccccc2)c(=O)c1N | -9.9
COc1ccc(C2(CNC(=S)Nc3ccccc3)CCCC2)cc1 | -2.8
O=C(Nc1ccncc1)c1ccc(C(=O)Nc2ccncc2)cc1 | -29.8
O=C(O)C(Cc1ccccc1)N1C(=O)/C(=C/c2ccc(Cl)cc2Cl)SC1=S (stereo not drawn) | 82.8*
C=CCOc1ccc(/C=C2\C(=O)N(CCOC)C(C)=C2C(=O)OCC)cc1 | 16.4
C=CCOC(=O)C1=C(C)NC(C)=C(C(=O)OCC=C)C1c1ccc(O)cc1 | -16.8
CCc1cc(C)cc(OCCOc2ccc(C=C3C(=O)NC(=O)NC3=O)cc2)c1 | 1.2
COc1ccc(/C=C/c2ccc3ccccc3n2)cc1 | -15.9
CC(=O)Oc1ccc(NC(=O)CN2C(=O)c3ccccc3C2=O)c(C)c1 | -8.8
C#CCOc1ccc(/C=C2\C(=O)NC(=O)N(c3ccc(C)cc3)C2=O)cc1OC | -1.5
COc1ccc(CC(=O)Nc2ccc(S(=O)(=O)Nc3nccs3)cc2)cc1 | 3.8
Cc1noc(NS(=O)(=O)c2ccc(NC(=O)c3ccc(Cl)s3)cc2)c1C | 74.0
Cc1c(CCNC(=O)Nc2ccccc2)c2ccccc2n1Cc1ccccc1 | 5.1
O=C(Nc1ccc2c(c1)OCCO2)c1ccc(Br)cc1 | 8.1
O=C(Nc1cccc2ccccc12)c1ccc(CN2CCOCC2)cc1 | -29.3
CCOc1ccc(-c2nc(Cc3ccccc3OC)no2)cc1 | -36.1
CCCc1ccc(-c2nc(-c3ccc(F)cc3)no2)cc1 | 5.3
O=C(O)c1cccc(-c2ccc(/C=C/c3cc(C(F)(F)F)[nH]c(=O)n3)o2)c1 | -15.2
COc1ccc(C(=O)Nc2nnc(-c3ccco3)s2)cc1 | -30.9
Cc1cccc(C(=O)O/N=C(\N)Cc2ccc([N+](=O)[O-])cc2)c1 | 0.7
COc1ccc(C2=C/C(=C\c3ccc(OC)c([N+](=O)[O-])c3)C(=O)O2)cc1 | 24.3
O=C1CC(c2cccs2)CC2=C1C(c1ccsc1)Nc1ccccc1N2 (stereo not drawn) | -13.5
CC1=C(C)CC2C(=O)N(c3ccc(C(C)C)cc3)C(=O)C2C1 (stereo not drawn) | 3.6
O=C(c1ccco1)N(Cc1ccccc1)c1cccc([N+](=O)[O-])c1 | -4.8
O=c1c2c(nc3cc(-c4ccccc4)[nH]n13)CCS2 | -7.0
Cc1ccc(NCC(=O)N/N=C\c2ccc(OCc3ccccc3)cc2)cc1 | -27.5

Part of the list above in order of molar mass, ascending.
compound | DUSP3 inh
CN(C)c1cnn(-c2ccccc2)c(=O)c1N | -9.9
O=c1c2c(nc3cc(-c4ccccc4)[nH]n13)CCS2 | -7.0
O=C(NN1C(=O)c2ccccc2C1=O)c1ccc(O)cc1 | 10.3
CC1=C(C)CC2C(=O)N(c3ccc(C(C)C)cc3)C(=O)C2C1 (stereo not drawn) | 3.6
COc1ccc(C(=O)Nc2nnc(-c3ccco3)s2)cc1 | -30.9
Cc1cccc(C(=O)O/N=C(\N)Cc2ccc([N+](=O)[O-])cc2)c1 | 0.7
O=C(c1ccco1)N(Cc1ccccc1)c1cccc([N+](=O)[O-])c1 | -4.8
O=C(Nc1ccc2c(c1)OCCO2)c1ccc(Br)cc1 | 8.1
COc1ccc(C2(CNC(=S)Nc3ccccc3)CCCC2)cc1 | -2.8
O=C(Nc1cccc2ccccc12)c1ccc(CN2CCOCC2)cc1 | -29.3
C=CCOC(=O)C1=C(C)NC(C)=C(C(=O)OCC=C)C1c1ccc(O)cc1 | -16.8
C=CCOc1ccc(/C=C2\C(=O)N(CCOC)C(C)=C2C(=O)OCC)cc1 | 16.4
Cc1ccc(NCC(=O)N/N=C\c2ccc(OCc3ccccc3)cc2)cc1 | -27.5
O=C(O)c1cccc(-c2ccc(/C=C/c3cc(C(F)(F)F)[nH]c(=O)n3)o2)c1 | -15.2
Cc1c(CCNC(=O)Nc2ccccc2)c2ccccc2n1Cc1ccccc1 | 5.1
C#CCOc1ccc(/C=C2\C(=O)NC(=O)N(c3ccc(C)cc3)C2=O)cc1OC | -1.5
CCc1cc(C)cc(OCCOc2ccc(C=C3C(=O)NC(=O)NC3=O)cc2)c1 | 1.2

(list continues)
Compound | DUSP3 inh
CCOC(=O)CCOCC#CCN(CC)CC | -17.2
CCOc1ccc(/C=C2/SC(=S)NC2=O)cc1Cl | 2.5
CC1CCc2c(sc(NC(=O)c3cc([N+](=O)[O-])ccc3Cl)c2C(N)=O)C1 (stereo not drawn) | 2.2
COc1cc2c(cc1OC)C(=C(Cl)Cl)NC(C)(C)C2 | -1.0
Cc1c(C(=O)Nc2cccc(-c3nc4ccccc4o3)c2)cccc1[N+](=O)[O-] | 5.0
COc1ccc(OCC(=O)NNC(=O)C2COc3ccccc3O2)cc1 (stereo not drawn) | -7.3
CC1=C(C(=O)OC(C)C)C(c2cccs2)C2=C(CC(c3ccccc3)CC2=O)N1 (stereo not drawn) | 1.1
Cc1ccc(-n2c(=O)c3c4c(sc3n3cnnc23)COC(C)(C)C4)cc1 | 5.7
CC1=C(C(=O)OCCc2ccccc2)C(c2cccc([N+](=O)[O-])c2)C2=C(CCCC2=O)N1 (stereo not drawn) | 12.1
O=C(CC1Sc2ccc(C(F)(F)F)cc2NC1=O)Nc1cccc(C(F)(F)F)c1 (stereo not drawn) | 3.7
CS(=O)(=O)N1CCN(c2ccc([N+](=O)[O-])c(N3CCOCC3)c2)CC1 | -8.1
CCC(=O)NC(=Nc1nc(OC)c2cc(C)ccc2n1)NC(=O)CC | 42.6
NCCCNc1ccccc1[N+](=O)[O-] | 19.5
COc1ccc(OCC(=O)Nc2ccc(NC(=O)c3ccccc3)cc2)cc1 | -45.7
O=C(Nc1cccc(C(F)(F)F)c1)C1CC(=O)N(c2ccccc2)C1 (stereo not drawn) | -8.6
COc1cc(/C=N\n2c(C)nnc2C)ccc1OCc1ccccc1 | -16.0
COc1cc(/C=C2\C(=O)NC(=O)N(c3cc(C)cc(C)c3)C2=O)cc(OC)c1O | 8.2
O=[N+]([O-])c1cccnc1N1CCOCC1 | -9.1
O=C(Nc1cccc(-c2nc3cc(Cl)ccc3o2)c1)c1ccc(Cl)cc1 | -9.4
COc1ccc(C2NC(=S)NC(C)=C2C(=O)Nc2ccccc2Cl)c(OC)c1 (stereo not drawn) | -12.6

Looked up by compound from the entries so far, two records:
Compound | DUSP3 inh
C=CCc1cccc2cc(C(=O)NC3CCCCC3)c(=O)oc12 | 1.9
C=CCOC(=O)C1=C(C)NC(C)=C(C(=O)OCC=C)C1c1ccc(O)cc1 | -16.8

More records follow:
Compound | DUSP3 inh
N#CC1=C(N)n2c(s/c(=C\c3ccc4c(c3)OCO4)c2=O)=C(C#N)C1c1ccc2c(c1)OCO2 (stereo not drawn) | -5.0
Cc1ccccc1OCCSc1nc2ccccc2c(=O)[nH]1 | -3.1
COc1ccccc1N1CCN(/N=C\c2c(C)nn(-c3ccccc3)c2C)CC1 | 8.1
CCCCOC(=O)c1ccc(NC(=O)CSc2ccccn2)cc1 | 4.6
COc1cc(C(=O)Nc2c(C(C)C)cccc2C(C)C)cc(OC)c1OC | -5.8
COC(=O)C(Cc1ccccc1)NC(=O)c1ccc(C)cc1 (stereo not drawn) | -7.6
CC1=C(C(=O)OCCc2ccccc2)C(c2ccc([N+](=O)[O-])cc2)C2=C(CC(C)(C)CC2=O)N1 (stereo not drawn) | -14.2
CCCCNC(=O)C(=O)NCCCOC(C)C | -20.2
O=[N+]([O-])c1ccc(CSc2nnc(-c3cccc(F)c3)n2-c2ccccc2)cc1 | -17.9
Cc1nc(SCC(=O)N2c3ccccc3Sc3ccccc32)n[nH]1 | -7.7
C/C(=N/O)c1ccc(NC2=C(N3CCCC3)C(=O)c3ccccc3C2=O)cc1 | -3.5
CC(C)(C)c1ccc(S(=O)(=O)N2CCCC2C(=O)O)cc1 (stereo not drawn) | 1.2
O=C1CCC(=O)N1CNc1ccc(F)cc1 | -27.9
Cc1c(NC(=O)c2ccc(Br)cc2)cccc1-c1nc2ncccc2o1 | 4.8
COc1cc(/C=N/n2c(C)nnc2C)cc(OC)c1O | 5.5
COc1cc(NC(=O)COc2ccc(-c3ccc(C)cc3)cc2)c(OC)cc1Cl | -8.2
COc1cc(NC(=O)c2cncc(Br)c2)c(OC)cc1Cl | -28.6
CCOc1ccc(C(=O)Nc2ccccc2C(=O)OC)cc1Br | 5.5
Cc1[nH]n(-c2ccccc2)c(=O)c1/C=N/n1c(C)nc2ccccc2c1=O | 0.0
COc1cccc(/C=N/N2CCN(Cc3cccc4ccccc34)CC2)c1 | -14.6
CCOC(=O)C1=C(C)N(C)C(=O)NC1c1cccc(O)c1 (stereo not drawn) | 3.7
CCn1c2c(c3cc(C(=O)O)ccc31)CCCC2=O | -17.5
C=CCNC(=S)NC12CC3CC(CC(C3)C1)C2 | -13.0
Cc1cccc2sc(NC(=O)CCC(=O)O)nc12 | -13.0
Cc1cc(C(=O)Oc2ccc(Cl)cc2)ccc1[N+](=O)[O-] | -38.3
CC(=O)c1cccc(NC(=O)c2cccc(OCc3ccccc3)c2)c1 | 111.5*
O=C(O)CCCCCNS(=O)(=O)c1ccc2c(c1)OCCO2 | -29.1
COc1ccc2[nH]cc(CCN)c2c1 | -2.2
COc1ccc(NC(=O)c2cncc(Br)c2)c(OC)c1 | -3.8
CNC(=O)c1c(-c2ccccc2)oc2ccc(O)cc12 | -21.3
O=C1c2ccccc2C(=O)c2c1oc(C(F)(F)F)c2C(=O)c1ccccc1 | -10.8
CCOc1cc(/C=N/n2cnnc2)cc(I)c1O | -17.0
O=c1[nH]c(=S)[nH]c(O)c1C=Nc1ccc(Cl)c(Cl)c1 | -18.2
CC(Oc1ccc2ccc(=O)oc2c1)C(=O)c1ccccc1 (stereo not drawn) | -16.2
O=C1c2ccccc2NC(c2ccc(O)cc2)N1c1ccccc1 (stereo not drawn) | 9.6
COc1ccccc1NC(=O)c1c(NC(=O)c2cc([N+](=O)[O-])ccc2Cl)sc2c1CCCC2 | -9.9
COc1ccc(C2=CC(=O)CC(c3ccccc3)C2)cc1 (stereo not drawn) | -5.1
COC(=O)c1ccccc1NC(=O)CSc1nc2c(c(=O)n(C)c(=O)n2C)n1C | -15.3
CCCOc1ccc(C(=O)Nc2nc3ccc(OCC)cc3s2)cc1 | -16.8
CCOC(=O)C1=C(C)N=c2s/c(=C\c3ccccn3)c(=O)n2C1c1ccc(OC)c(OC)c1 (stereo not drawn) | 2.6
CCOC(=O)C(CCCCCOc1cc(C)ccc1C)C(=O)OCC | 5.5
COC(=O)C1=C(C)N(C)C(C)=C(C(=O)OC)C1c1ccc(-c2ccccc2)cc1 | 6.0
NC(=O)c1c(NC(=O)c2ccccc2F)sc2c1CCC2 | -11.6
O=C(c1ccccc1)c1ccccc1C(=O)N(C1CCCCC1)C1CCCCC1 | -4.7
O=C1c2ccccc2-c2cc(=O)[nH]c3cccc1c23 | 7.2
CCOC(=O)C1=C(O)CCn2c1nc1ccccc12 | -9.1
Cc1ccc(NC(=O)C2CCCCC2C(=O)O)nc1 (stereo not drawn) | -3.3
O=C(COc1ccc2ccccc2c1)Nc1cccc(-c2cc3ccccc3oc2=O)c1 | -16.9
Cc1ccc(/C=N/c2nc3ccc(Br)cc3s2)c(O)c1 | -5.0
Cc1ccc(OCCOc2cccc(C=O)c2)cc1 | -2.0

Screening data from PubChem.
